NLRP3 yeast inh – NALP3 inhibition in yeast | Yeast reconstituted NLRP3/ASC/caspase-1, beta-gal luminescence, 24 h | inhibition, % at 10 µM | 330,000 compounds, 0.39% hits;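 active means inhibition of 50% or more; inactive means inhibition below 50%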;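 further: plate controls were induced DMSO wells for no effect and uninduced yeast grown without galactose for full effect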
ATG4B inhibitor – ATG4B (human) cysteine protease inhibition; Q9Y4P1; ATG4B cleavage of LC3-PLA2, NBD-HPC fluorescence, 1 h; inhibition, % at 8.33 µM; 340,000 compounds, 0.51% hits; AID 504462; in the data active means inhibition above about 40%
Target sequence (Q9Y4P1 whole entry, looked up): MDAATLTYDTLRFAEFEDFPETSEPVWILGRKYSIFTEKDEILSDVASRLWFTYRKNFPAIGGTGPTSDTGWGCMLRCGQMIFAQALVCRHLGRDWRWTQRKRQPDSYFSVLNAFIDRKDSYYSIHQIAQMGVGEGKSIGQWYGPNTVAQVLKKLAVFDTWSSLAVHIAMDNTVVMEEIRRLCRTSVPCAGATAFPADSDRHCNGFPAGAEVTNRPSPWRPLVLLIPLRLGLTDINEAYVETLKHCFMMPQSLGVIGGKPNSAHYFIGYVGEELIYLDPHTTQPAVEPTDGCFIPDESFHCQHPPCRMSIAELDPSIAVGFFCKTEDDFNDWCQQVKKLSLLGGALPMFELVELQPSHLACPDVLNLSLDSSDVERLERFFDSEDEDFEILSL
mIAP activ – mouse IAP activation | muIAP, CDP-Star luminescence, 30 min; hits give high values; 1 = vehicle-only enzyme signal, 0 = enzyme-free wells | activation factor at 10 µM | 330,000 compounds, 0.24% hits | AID 2805;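 active means activation factor of at least 2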; further: the source names both 10 and 20 µM as test concentration; values of inactives mirror those of a sister screen read the other way
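also added = chemiluminescent substrate CDP-Star | test system = mouse IAP enzyme | signal = chemiluminescence readout | compound = DMSO-dissolved test compounds | incubation = 30 min at room temperature | benchmarks = DMSO wells, no-enzyme wells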
TIM10 inh – TIM10 yeast growth inhibition; S. cerevisiae TIM10 strain growth, BacTiter-Glo luminescence, 24 h; AID 463195; 330,000 compounds, 1.4% hits; inhibition, % at 10 µM;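 active means inhibition of 40% or more at the single tested concentration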;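 further: wild-type TIM10 isogenic control strain grown at permissive 25 °C; 0% = DMSO yeast wells and 100% = minimal medium wells without yeast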
Apaf1 inhib – human Apaf-1 inhibition; O14727; reconstituted apoptosome caspase-3 activity, DEVD-Rh110 fluorescence; inhibition, % at 20 µM; 330,000 compounds, 0.71% hits; active means inhibition of at least 40% at 20 µM;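 further: plate controls were DMSO wells for no effect and DEVD-CHO caspase inhibitor wells for full effect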
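Material: reconstituted apoptosome with Apaf-1, cytochrome c, caspase-9, procaspase-3, dATP. Technique: Rh110 fluorescence intensity. Buffer or medium: pH 7.5 Hepes buffer with CHAPS, BSA, DTT. Times: 30 min plus 50 min, RT.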
mIAP inh – blocks mouse intestinal alkaline phosphatase. purified mouse IAP, CDP-Star luminescence, 30 min. inhibition, % at 10 µM. AID 2806. 330,000 compounds, 0.2% hits;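 active means inhibition of at least 40% at 10 µM in the primary screen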;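 further: plate controls were DMSO with enzyme for no effect and no enzyme wells for full effect; values of inactives mirror those of a sister screen read the other way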
hIAP act – human IAP activation | 330,000 compounds, 0.16% hits | purified human IAP, CDP-Star luminescence, 30 min; hits give high values; 1 = vehicle-only enzyme, 0 = enzyme-free background | AID 2524 | activation factor at 10 µM;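 active means activation factor of the enzyme at least 2-fold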; further: the source names both 10 and 20 µM as test concentration; values of inactives mirror those of a sister screen read the other way
Target sequence (P09923 whole entry, looked up): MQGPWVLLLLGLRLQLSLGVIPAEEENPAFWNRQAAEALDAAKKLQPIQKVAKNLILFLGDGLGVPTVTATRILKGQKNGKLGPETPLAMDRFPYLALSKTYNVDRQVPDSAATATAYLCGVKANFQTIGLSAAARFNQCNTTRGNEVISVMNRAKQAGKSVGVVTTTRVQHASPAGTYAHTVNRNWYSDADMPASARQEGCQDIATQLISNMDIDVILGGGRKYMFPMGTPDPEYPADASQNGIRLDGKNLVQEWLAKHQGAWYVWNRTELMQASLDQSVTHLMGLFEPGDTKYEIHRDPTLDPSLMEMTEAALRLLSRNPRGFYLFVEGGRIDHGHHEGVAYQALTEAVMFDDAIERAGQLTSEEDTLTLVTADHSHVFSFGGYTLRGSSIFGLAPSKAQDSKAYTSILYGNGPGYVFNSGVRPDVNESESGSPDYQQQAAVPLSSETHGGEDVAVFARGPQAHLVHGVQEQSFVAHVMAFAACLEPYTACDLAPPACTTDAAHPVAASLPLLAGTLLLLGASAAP
hIAP block – human IAP inhibition. P09923. purified IAP, CDP-Star luminescence, 30 min. inhibition, % at 10 µM. 330,000 compounds, 0.12% hits. AID 2544;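 active means inhibition reaching a set limit with compound at 10 µM in the primary screen, cut at about 35% in these data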;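 further: plate controls were DMSO wells with enzyme for no effect and no-enzyme buffer wells for full effect; values of inactives mirror those of a sister screen read the other way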
tim10-1 inh – inhibits growth of tim10-1 mutant yeast; AID 463190; S. cerevisiae tim10-1 ts strain growth, BacTiter-Glo, 24 h; 330,000 compounds, 2.2% hits; inhibition, % at 20 µM;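 active means inhibition of at least 40%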;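 further: mutant grown at 25 °C; 0% = DMSO wells with yeast and 100% = wells holding no yeast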
* = called active by the depositor.

Start of the listing, in advance (five entries):
Screening O=C(NCc1ccccc1)C(c1ccc(O)cc1)N(C(=O)c1cnccn1)c1ccccc1 (centres undefined) returned NLRP3 yeast inh 16, ATG4B inhibitor -8, mIAP activ 0.95, TIM10 inh -1, Apaf1 inhib 1, mIAP inh 5, hIAP act 0.89, hIAP block 11 and tim10-1 inh -8.
Screening COc1ccc(-c2cc(C(F)(F)F)nc(N3CCN(C)CC3)n2)cc1OC returned NLRP3 yeast inh 7, ATG4B inhibitor -10, mIAP activ 1, TIM10 inh 1, Apaf1 inhib 10, mIAP inh -4, hIAP act 0.95, hIAP block 5 and tim10-1 inh 5.
O=C(Nc1ccc(F)cc1)c1cc(-c2ccccc2)no1 was read as NLRP3 yeast inh 19, ATG4B inhibitor -11, mIAP activ 0.95, TIM10 inh -2, Apaf1 inhib -11, mIAP inh 5, hIAP act 0.92, hIAP block 8 and tim10-1 inh -5.
Cc1ccc(C(=O)O)cc1NS(=O)(=O)c1ccc2c(c1)oc(=O)n2C was read as NLRP3 yeast inh 17, ATG4B inhibitor 4, mIAP activ 1.1, TIM10 inh -9, Apaf1 inhib 9, mIAP inh -7, hIAP act 0.92, hIAP block 8 and tim10-1 inh 25.
`Cc1ccc(S(C)(=O)=NC(=O)c2cc(C)on2)cc1` (centres undefined) gave NLRP3 yeast inh 8, ATG4B inhibitor 4, mIAP activ 0.98, TIM10 inh -18, Apaf1 inhib -12, mIAP inh 2, hIAP act 1.1, hIAP block -10 and tim10-1 inh -3.

Results, repeating the preview:
Screening O=C(NCc1ccccc1)C(c1ccc(O)cc1)N(C(=O)c1cnccn1)c1ccccc1 (centres undefined) returned NLRP3 yeast inh 16, ATG4B inhibitor -8, mIAP activ 0.95, TIM10 inh -1, Apaf1 inhib 1, mIAP inh 5, hIAP act 0.89, hIAP block 11 and tim10-1 inh -8.
Screening COc1ccc(-c2cc(C(F)(F)F)nc(N3CCN(C)CC3)n2)cc1OC returned NLRP3 yeast inh 7, ATG4B inhibitor -10, mIAP activ 1, TIM10 inh 1, Apaf1 inhib 10, mIAP inh -4, hIAP act 0.95, hIAP block 5 and tim10-1 inh 5.
O=C(Nc1ccc(F)cc1)c1cc(-c2ccccc2)no1 was read as NLRP3 yeast inh 19, ATG4B inhibitor -11, mIAP activ 0.95, TIM10 inh -2, Apaf1 inhib -11, mIAP inh 5, hIAP act 0.92, hIAP block 8 and tim10-1 inh -5.
Cc1ccc(C(=O)O)cc1NS(=O)(=O)c1ccc2c(c1)oc(=O)n2C was read as NLRP3 yeast inh 17, ATG4B inhibitor 4, mIAP activ 1.1, TIM10 inh -9, Apaf1 inhib 9, mIAP inh -7, hIAP act 0.92, hIAP block 8 and tim10-1 inh 25.
`Cc1ccc(S(C)(=O)=NC(=O)c2cc(C)on2)cc1` (centres undefined) gave NLRP3 yeast inh 8, ATG4B inhibitor 4, mIAP activ 0.98, TIM10 inh -18, Apaf1 inhib -12, mIAP inh 2, hIAP act 1.1, hIAP block -10 and tim10-1 inh -3.
For Cn1c(SCC(=O)OC2CCCCC2)nnc1-c1ccc(S(=O)(=O)N2CCCC2)cc1 the results were NLRP3 yeast inh 8, ATG4B inhibitor 0, mIAP activ 0.96, TIM10 inh 16, Apaf1 inhib -20, mIAP inh 4, hIAP act 1.1, hIAP block -9 and tim10-1 inh 14.
CC(=O)N1CCN(CC(=O)Nc2ccccc2Sc2ccccc2)CC1 was read as NLRP3 yeast inh 12, ATG4B inhibitor 1, mIAP activ 1.1, TIM10 inh -20, Apaf1 inhib 10, mIAP inh -6, hIAP act 0.96, hIAP block 4 and tim10-1 inh -2.
For Cc1ccc(-n2ncc3c(=O)n(CC(=O)N4CCN(c5ccccc5F)CC4)cnc32)cc1C the results were NLRP3 yeast inh 11, ATG4B inhibitor -8, mIAP activ 1, TIM10 inh -14, Apaf1 inhib 0, mIAP inh -3, hIAP act 1.2, hIAP block -20 and tim10-1 inh -24.
`CCOc1ccc(CC(=O)NCC(=O)NCc2cc(=O)n(C)c(=O)n2C)cc1` gave NLRP3 yeast inh 13, ATG4B inhibitor -2, mIAP activ 0.97, TIM10 inh -9, Apaf1 inhib -2, mIAP inh 3, hIAP act 1.4, hIAP block -37 and tim10-1 inh -1.
Screening CCOC(=O)N1CCN(/C=C(\C#N)c2nc3ccccc3s2)CC1 returned NLRP3 yeast inh 10, ATG4B inhibitor -1, mIAP activ 1, TIM10 inh 10, Apaf1 inhib -2, mIAP inh -1, hIAP act 0.94, hIAP block 6 and tim10-1 inh 14.
O=C(NCCCn1ccnc1)C1CCCN(S(=O)(=O)c2ccc(F)cc2)C1 (centres undefined) was read as NLRP3 yeast inh 2, ATG4B inhibitor 5, mIAP activ 0.99, TIM10 inh 11, Apaf1 inhib 3, mIAP inh 1, hIAP act 1.1, hIAP block -6 and tim10-1 inh 4.
Screening COc1ccc(CCNC(=O)C(=O)NCCC2CCCCN2S(=O)(=O)c2ccccc2)cc1 (centres undefined) returned NLRP3 yeast inh 6, ATG4B inhibitor 0, mIAP activ 1.1, TIM10 inh 1, Apaf1 inhib 18, mIAP inh -5, hIAP act 0.83, hIAP block 16 and tim10-1 inh 6.
Screening COc1cccc(NC(=O)c2c(C)nn(-c3ccccc3)c2Cl)c1 returned NLRP3 yeast inh 29, ATG4B inhibitor -2, mIAP activ 1, TIM10 inh 7, Apaf1 inhib 12, mIAP inh -2, hIAP act 1.2, hIAP block -21 and tim10-1 inh -5.
Cc1nc2ccccc2n1CCOc1ccc([N+](=O)[O-])cc1 was read as NLRP3 yeast inh -6, ATG4B inhibitor -8, mIAP activ 0.96, TIM10 inh 12, Apaf1 inhib 5, mIAP inh 4, hIAP act 1.2, hIAP block -16 and tim10-1 inh 21.
`CCOC(=O)NC1=NCC(C)S1` (centres undefined) gave NLRP3 yeast inh -5, ATG4B inhibitor -6, mIAP activ 0.93, TIM10 inh 13, Apaf1 inhib -1, mIAP inh 7, hIAP act 0.84, hIAP block 16 and tim10-1 inh -9.
`Cc1ccc(C(=O)COC(=O)CN2C(=O)C3C4CC(C(Br)C4Br)C3C2=O)cc1` (centres undefined) gave NLRP3 yeast inh 1, ATG4B inhibitor -24, mIAP activ 0.99, TIM10 inh -11, Apaf1 inhib 17, mIAP inh 1, hIAP act 1.2, hIAP block -17 and tim10-1 inh -14.
`CCOC(=O)[C@H]1[C@H]2COc3ccc(Cl)cc3[C@@H]2N2C(=O)c3cc(Cl)ccc3NC(=O)[C@@]12C` gave NLRP3 yeast inh -9, ATG4B inhibitor -5, mIAP activ 1, TIM10 inh 2, Apaf1 inhib 22, mIAP inh -1, hIAP act 1, hIAP block -1 and tim10-1 inh 26.
For Cc1cc(C(=O)Nn2cnc3ccccc3c2=O)ccc1[N+](=O)[O-] the results were NLRP3 yeast inh 13, ATG4B inhibitor -2, mIAP activ 0.91, TIM10 inh 25, Apaf1 inhib -4, mIAP inh 9, hIAP act 1, hIAP block -1 and tim10-1 inh -5.
Screening COc1ccc(/C=N/Nc2cc(=O)n(C)c(=O)n2C)cc1OC returned NLRP3 yeast inh 0, ATG4B inhibitor 4, mIAP activ 1, TIM10 inh 6, Apaf1 inhib 8, mIAP inh -2, hIAP act 1.2, hIAP block -18 and tim10-1 inh 5.
For Cc1ccc[n+](C2C(c3ccc([N+](=O)[O-])cc3)C(C#N)=C([S-])NC2(O)C2CC2)c1 (centres undefined) the results were NLRP3 yeast inh -2, ATG4B inhibitor 4, mIAP activ 0.89, TIM10 inh -3, Apaf1 inhib 18, mIAP inh 11, hIAP act 1, hIAP block 0 and tim10-1 inh -2.
Screening Cc1ccc2c(c1)nc(NCCO)n2C returned NLRP3 yeast inh 11, ATG4B inhibitor -3, mIAP activ 0.96, TIM10 inh -8, Apaf1 inhib 4, mIAP inh 4, hIAP act 1.1, hIAP block -7 and tim10-1 inh 5.
COc1cc(-c2c(C#N)c(N)nc3c2c(C)nn3-c2ccc(C)c(C)c2)cc(OC)c1OC was read as NLRP3 yeast inh -1, ATG4B inhibitor 11, mIAP activ 0.97, TIM10 inh 11, Apaf1 inhib 19, mIAP inh 3, hIAP act 0.94, hIAP block 6 and tim10-1 inh 11.
OC1C=CSc2nc3ccccc3n21 (centres undefined) was read as NLRP3 yeast inh 5, ATG4B inhibitor -6, mIAP activ 0.98, TIM10 inh -5, Apaf1 inhib -14, mIAP inh 2, hIAP act 0.95, hIAP block 5 and tim10-1 inh -5.
Cc1cc(OCC(=O)OCC(=O)N2CC(C)CC(C)C2)ccc1Cl (centres undefined) was read as NLRP3 yeast inh 13, ATG4B inhibitor -25, mIAP activ 0.97, TIM10 inh 8, Apaf1 inhib 5, mIAP inh 3, hIAP act 1, hIAP block -2 and tim10-1 inh 23.
For C=C(C)CN(CC)C(=O)CCc1nnc(CCCc2ccccc2)o1 the results were NLRP3 yeast inh 12, ATG4B inhibitor 5, mIAP activ 1.1, TIM10 inh 1, Apaf1 inhib -4, mIAP inh -11, hIAP act 1.1, hIAP block -13 and tim10-1 inh 4.
`CCC(C(=O)NC1C(=O)N2C(C(=O)O)=C(CSc3nnc(C)s3)CSC12)c1ccccc1` (centres undefined) gave NLRP3 yeast inh 13, ATG4B inhibitor -4, mIAP activ 0.78, TIM10 inh -4, Apaf1 inhib -8, mIAP inh 22, hIAP act 0.96, hIAP block 4 and tim10-1 inh -3.
Screening CC(C)NC(=O)CSc1nc2[nH]ncc2c(=O)[nH]1 returned NLRP3 yeast inh 17, ATG4B inhibitor -6, mIAP activ 1, TIM10 inh -4, Apaf1 inhib 0, mIAP inh -4, hIAP act 1, hIAP block -2 and tim10-1 inh -8.
Screening Cc1ccc(C)c(OCCC(=O)OCC(=O)N2CCN(S(=O)(=O)c3ccc(Cl)cc3)CC2)c1 returned NLRP3 yeast inh 31, ATG4B inhibitor -10, mIAP activ 1.1, TIM10 inh 33, Apaf1 inhib 12, mIAP inh -14, hIAP act 0.9, hIAP block 10 and tim10-1 inh 45*.
`Cc1nnsc1C(=O)NC1CCCc2c1cnn2-c1ccccc1F` (centres undefined) gave NLRP3 yeast inh 8, ATG4B inhibitor 14, mIAP activ 1, TIM10 inh 7, Apaf1 inhib 2, mIAP inh -1, hIAP act 0.92, hIAP block 8 and tim10-1 inh -9.
`O=C(CN1C(=O)NC2(CCc3ccccc32)C1=O)NCc1ccc(F)cc1` (centres undefined) gave NLRP3 yeast inh 12, ATG4B inhibitor -2, mIAP activ 0.92, TIM10 inh 9, Apaf1 inhib -4, mIAP inh 8, hIAP act 1.1, hIAP block -8 and tim10-1 inh 6.
NC(=O)C1CCN(C(=O)c2cn(-c3ccccc3)nc2-c2cccnc2)CC1 was read as NLRP3 yeast inh -8, ATG4B inhibitor -9, mIAP activ 1, TIM10 inh -2, Apaf1 inhib 11, mIAP inh -3, hIAP act 1.1, hIAP block -7 and tim10-1 inh -3.
For O=C(O)CC(C(=O)NC1CCCCC1)C1CCCO1 (centres undefined) the results were NLRP3 yeast inh -1, ATG4B inhibitor 2, mIAP activ 1, TIM10 inh -9, Apaf1 inhib -3, mIAP inh -2, hIAP act 0.77, hIAP block 23 and tim10-1 inh 4.

Compound activity deposited in PubChem by Sanford-Burnham Center for Chemical Genomics.
